MC4R antag cAMP = human MC4R antagonism in cAMP assay. AID 540295. 360,000 tested, 0.48% active. inhibition, % at 6.5 µM. MC4R-expressing cells, MTII-stimulated cAMP, LANCE TR-FRET;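 active = inhibition above its plate's cutoff, the mean of tested wells on that plate plus 3 SD, cut at about 29% in these data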;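 also: 0% = Melanotan II alone and 100% = Melanotan II plus saturating MCL0020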
Target sequence (P32245 whole entry, looked up): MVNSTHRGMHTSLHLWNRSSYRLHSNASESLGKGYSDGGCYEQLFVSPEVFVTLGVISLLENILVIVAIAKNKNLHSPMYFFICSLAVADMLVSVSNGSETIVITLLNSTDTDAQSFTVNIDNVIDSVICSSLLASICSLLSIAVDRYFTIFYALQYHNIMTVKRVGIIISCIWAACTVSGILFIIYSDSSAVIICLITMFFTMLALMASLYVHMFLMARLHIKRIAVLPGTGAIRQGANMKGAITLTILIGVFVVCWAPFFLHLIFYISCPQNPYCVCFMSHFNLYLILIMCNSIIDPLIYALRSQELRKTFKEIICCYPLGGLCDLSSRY
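Material: human MC4R-expressing U2OS cells. Probe or stimulus: Melanotan II challenge. Dosing: 6.5 µM single dose. Times: 30-min compound, 1-h challenge, 1-h detection, room temperature. Technique: TR-FRET with Eu-cAMP and labeled anti-cAMP, 671 nm. Replication: singlicate.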
ABCB6 inh MLPCN = blocks the human ABCB6 transporter | Q9NP58 | K562-ABCB6 porphyrin accumulation, flow cytometry, 1 h; hits give low values | fluorescence ratio to DMSO, % at 10 µM | 360,000 tested, 0.19% active;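 active = fluorescence ratio to DMSO below 75%, the collection mean minus 3 SD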;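 also: signal is porphyrin accumulated inside mitochondria; 100% equals median channel fluorescence of DMSO control wells; lower ratio means ABCB6 inhibition with less porphyrin fluorescence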
aDG glyco act = alpha-DG glycosylation activation; Pro5-aDG cells, alpha-DG glycosylation AlphaScreen (IIH6); 0% Pro5, 100% B10-LARGE cell signal; 360,000 tested, 0.22% active; AID 624168; activation, % at 10 µM;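 active = activation of at least 8% versus controls, or a plate z-score of at least 8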;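 also: Pro5 are CHO cells carrying HIG-tagged alpha-DG that lacks glycosylation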
MC4R barr agon = activates human MC4R beta-arrestin recruitment. P32245. U2OS MC4R beta-arrestin complementation, luminescence; percent of melanotan II response, DMSO zero. activation, % at 8.9 µM. 360,000 tested, 0.98% active. AID 540308;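 active = activation above a per-plate cutoff, the mean activation of sample wells on that plate plus 3 SD, cut at about 8% in these data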
Granule exo inh = lytic granule exocytosis inhibition | TALL-104 LAMP-1 surface exposure, flow cytometry; cells stimulated with thapsigargin and PMA | inhibition, % at 10 µM | 360,000 tested, 0.66% active;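 active = inhibition above about 55%, limit read from the data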
ABHD5 PLIN5 PPI = inhibitors of human ABHD5-perilipin-5 interaction; 360,000 tested, 0.78% active; Split G. princeps luciferase complementation, luminescence, 4 h; AID 602281; inhibition, % at 4 µM; Q00G26+Q8WTS1;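 active = inhibition above the mean inhibition across every tested compound plus 3 SD, cut at about 22% in these data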;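 also: 0% = DMSO only wells and the 100% control is not disclosed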
m5-HT2A agonist = activates the mouse 5-HT2A serotonin receptor; CHO-K1 mHTR2A beta-arrestin complementation, luminescence; percent of 30 µM serotonin response; AID 624169; activation, % at 7.6 µM; 360,000 tested, 0.66% active;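 active = activation above a run cutoff, the mean activation of all tested compounds plus 3 SD, cut at about 14% in these data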;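 also: 0% = plate median of compound wells and 100% = 30 µM serotonin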
Target sequence (P35363 whole entry, looked up): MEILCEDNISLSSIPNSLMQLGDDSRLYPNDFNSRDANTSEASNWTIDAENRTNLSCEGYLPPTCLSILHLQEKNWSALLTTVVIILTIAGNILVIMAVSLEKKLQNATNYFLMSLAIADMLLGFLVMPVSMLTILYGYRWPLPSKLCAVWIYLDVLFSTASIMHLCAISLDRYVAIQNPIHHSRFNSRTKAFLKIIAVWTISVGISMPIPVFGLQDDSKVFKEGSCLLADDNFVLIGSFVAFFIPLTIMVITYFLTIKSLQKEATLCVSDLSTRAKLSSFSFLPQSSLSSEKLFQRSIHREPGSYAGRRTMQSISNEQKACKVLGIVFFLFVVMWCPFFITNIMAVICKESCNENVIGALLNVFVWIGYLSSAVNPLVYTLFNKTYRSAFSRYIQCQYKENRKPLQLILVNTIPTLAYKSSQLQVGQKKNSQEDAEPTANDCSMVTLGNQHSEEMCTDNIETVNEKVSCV
hiPSC survival = enhancers of human iPSC single-cell survival; hiPSC single-cell survival, ATPlite luminescence; 100% = ROCK inhibitor wells, 0% = DMSO; survival enhancement, % at 20 µM; 360,000 tested, 0.044% active; in the data active = survival enhancement above about 18%;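 also: cells exposed to compounds for 16 hours before the ATP read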
Glyco luc inh = blocks N-linked glycosylation in D54 reporter cells; D54 ERlucT glycosylation luciferase reporter, 24 h; percent of 100 nM tunicamycin response; reporter increase, % at 12.5 µM; 360,000 tested, 0.23% active;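 active = mean luciferase reporter signal, scaled so untreated is 0 and the glycosylation-blocking control 100, at or above a set limit in every replicate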;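 also: luciferase carries N-glycosylation sites so blocking glycosylation raises the light; 0% = median of neutral control wells and 100% = median of 100 nM tunicamycin wells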
H9c2 protect = myocardial damage modulation in H9c2 cells. H9c2 cardiomyocytes, H2O2 injury protection, ATPLite, 2 h. protection from H2O2 cell death, % at 20 µM. 360,000 tested, 0.63% active. AID 588492;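 active = compounds giving at least 50% protection of heart cells from peroxide-induced death in the single-dose screen, raw or plate-pattern-corrected value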;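 also: 0% = DMSO wells with peroxide and 100% = DMSO wells without peroxide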
An asterisk follows results filed as active. Compounds as they come. Share with any hit: about 4.5%.

SMILES	MC4R antag cAMP	ABCB6 inh MLPCN	aDG glyco act	MC4R barr agon	Granule exo inh	ABHD5 PLIN5 PPI	m5-HT2A agonist	hiPSC survival	Glyco luc inh	H9c2 protect
O=C(NNS(=O)(=O)c1ccccc1[N+](=O)[O-])c1ccncc1	10	105	0.0	-4.4	-2	-5	5	-1.0	0	1
S=C(Nc1ccccc1)N1CCOCC1	5	102	0.3	-0.9	-1	-7	1	-0.1	3	-9
C/C(Cn1nnc2ccccc21)=N/OC(=O)c1c(F)cccc1F	3	100	-0.2	-0.3	1	7	5	-0.6	1	-6
CC(=O)Nc1c(NC(=O)CC#N)[nH]c2c(c1=O)c(=O)n(C)c(=O)n2C	6	134	-0.3	-1.2	1	-1	4	-2.6	1	5
COCCNC(=S)c1ccc(Br)cc1	1	105	1.3	1.3	-1	-5	3	-0.6	0	1
Nc1ccc(N2CCOCC2)c(Cl)c1	21	93	-0.3	-1.7	1	-1	-1	5.9	0	-1
Cc1ccc(S(=O)(=O)N2CCOCC2)cc1C(=O)OCC(=O)c1ccc(Br)cc1	6	90	0.0	0.2	1	-7	8	-0.5	-1	-9
CNC(=O)c1ccc(N(Cc2ccccc2C)S(C)(=O)=O)cc1	-3	100	0.1	-0.9	-2	1	0	-3.5	1	-3
COc1ccccc1NS(=O)(=O)c1cc(NC(=O)C2CCCO2)ccc1C (stereo not drawn)	0	96	0.0	-0.2	-9	-5	-4	-0.1	-1	28
Cc1cc(C)n(-c2ccc(C(=O)Nc3ccc(C)c(S(=O)(=O)N(C)C)c3)cc2)n1	5	93	0.8	-1.1	0	0	-3	-0.9	3	-12
O=C(Nc1cccnc1)c1ccc(Br)c(S(=O)(=O)N2CCCC2)c1	14	98	0.2	2.0	-1	0	-3	0.3	-2	0
COCCOc1ccc(C(F)(F)F)cc1NC(=O)c1ccccc1	4	99	0.4	0.6	0	0	0	0.2	1	2
Cc1ccc(S(=O)(=O)CCC(=O)Nc2ccc(F)cc2)cc1	12	99	0.0	-2.1	-2	1	7	-0.7	2	4
Cc1cc(C)c(S(=O)(=O)c2ccccc2Cl)c(=O)[nH]1	1	97	-0.1	-1.0	-9	1	-2	-0.4	1	0
CC[C@@H](C)[C@@H]1CN([C@@H](CN2CCC[C@H]2CN2C(N)=NC[C@@H]2Cc2ccccc2)C(C)C)C(=N)N1CCCC1CCCC1	14	98	-0.2	-0.4	4	28*	-5	1.6	3	8
Cc1ccc(C(=O)N2CCN(S(=O)(=O)c3ccccc3C#N)CC2)cc1S(=O)(=O)N1CCOCC1	1	100	0.1	-1.5	3	-2	5	1.8	2	7
COc1ccc(CN(C)CC(=O)N(C)CC(=O)Nc2ccccc2Br)cc1F	9	101	0.0	-4.4	-6	-5	-1	-0.5	-2	4
CCOC(=O)N1CCC(NC(=O)c2cn(-c3ccc(OC)cc3)c(=O)c3ccccc23)CC1	5	94	-0.2	0.0	-1	5	3	-0.1	-3	6
COc1ccc(C2=NCC(CSc3nnc(-c4ccc5c(c4)OCO5)o3)S2)cc1 (stereo not drawn)	6	92	0.6	0.3	-5	-3	-8	-0.4	3	-20
COc1cc2c(cc1OC)CN(C(=O)CNC(=O)c1ccc(OC(F)F)cc1)CC2	0	102	-0.1	-1.2	1	4	8	0.0	1	1
COC(=O)c1cccnc1-n1c(=O)c2cccnc2n(CC(=O)Nc2ccc(Br)cc2)c1=O	4	94	-0.3	-2.5	-1	7	2	-0.4	0	3
OC(c1cccc(Cl)c1)c1ncc(-c2ccccc2Cl)[nH]1 (stereo not drawn)	-13	98	0.4	0.0	7	-1	2	-0.7	-1	-8
CCS(=O)(=O)c1ccc2oc(Nc3ccc(C(C)C)cc3)nc2c1	11	118	1.1	6.6	2	-8	-7	15	-1	-1
COc1ccccc1NS(=O)(=O)c1ccc(C)c(C(=O)NCC(c2ccco2)N2CCCCC2)c1 (stereo not drawn)	2	92	0.1	-2.0	8	-7	-8	-0.3	-3	2
FC(F)(F)c1cc(-c2ccco2)nc(N2CCN(c3ccccc3)CC2)n1	15	99	-0.3	4.1	-1	-3	7	-1.3	1	-7
Cc1ccc(CCNS(=O)(=O)c2ccc3c(c2)N(C)CCO3)cc1	-3	99	1.7	-1.1	1	-1	-1	0.1	2	-16
Cc1cc(C)cc(C(=O)NC(CC(N)=O)c2ccc(N3CCC(N4CCCCC4)CC3)c([N+](=O)[O-])c2)c1 (stereo not drawn)	1	101	-0.1	-0.8	13	0	2	0.1	0	-7
CC(=O)Nc1ccc(S(=O)(=O)n2cnc3cc(C)c(C)cc32)cc1	9	91	0.0	-2.1	-3	-2	-1	-2.5	3	-11
COCCn1c(=O)[nH]c2cc(C(=O)NCC3CCCO3)ccc2c1=O (stereo not drawn)	-1	97	-0.5	2.4	2	4	-7	-1.4	1	0
COc1ccc(NC(=S)Nc2ccc3nc(C)c(C)nc3c2)cc1	21	90	-0.1	0.3	1	0	-4	-2.7	-1	21
Cc1ccc(S(=O)(=O)CCC(=O)NCc2ccccc2)cc1	-8	99	0.0	-0.6	5	-1	0	1.2	0	3
COc1ccc(S(=O)(=O)NCCSc2ccccc2)cc1OC	8	100	0.1	-0.2	0	0	-5	-0.8	1	-11
O=C(CNC(=O)c1cccc(Cl)c1)Nc1ccc(F)c(F)c1F	3	100	0.3	-0.7	-7	-4	5	-0.7	1	0
COc1ccc(CCN2CC3=C(C2=O)C(c2ccccc2)NC(=O)N3C)cc1OC (stereo not drawn)	6	101	0.0	-1.8	0	2	3	6.6	1	0
Fc1ccc(CSc2nc3ncc(Br)cc3[nH]2)cc1	7	86	0.1	-0.4	5	1	-4	-1.4	-2	0
Cc1ccc(OCc2nnn(CC(=O)NS(=O)(=O)c3c(C)noc3C)c2-c2ccccc2)cc1	5	78	0.1	-0.8	2	-2	-7	-0.7	3	-3
O=C(CSc1nnc(COc2ccc(Cl)cc2)n1Cc1ccco1)N1CCNC1=O	10	94	-0.1	0.5	-4	4	-3	-0.2	-2	-9
Cc1ccc2nc(N(CCCN(C)C)C(=O)COc3ccc(Cl)cc3)sc2c1	-5	93	0.3	8.8*	10	26*	-10	0.0	-1	-16
COc1ccc(CC(=O)NNS(=O)(=O)c2ccccc2[N+](=O)[O-])cc1	1	96	-0.1	-1.8	0	-4	-4	0.2	-1	-1
CN(C)c1ccc(N2C(=NC(=O)CC3CCCCC3)SC3CS(=O)(=O)CC32)cc1 (stereo not drawn)	23	100	-0.2	2.4	1	-6	-7	-0.3	1	-5
CCOC(=O)C(NC(C)=O)(N1CCc2ccccc2C1)C(F)(F)F (stereo not drawn)	1	97	-0.1	0.5	12	2	-2	0.2	4	-2
CCOC(=O)Nc1c(C(=O)OC)[nH]c2cccc(OC)c12	4	103	0.4	-1.6	2	0	-2	-0.2	6	0
COc1ccc(C2SCCN2S(=O)(=O)c2ccccc2)cc1OC (stereo not drawn)	4	97	-0.1	-2.5	-2	-5	-6	0.9	-1	-8
CN(C)S(=O)(=O)Oc1ccsc1C(=O)Nc1cccc(Cl)c1	11	92	0.2	0.4	0	0	2	7.4	-1	0
CCc1ccc(CCC(=O)N2CCN(S(=O)(=O)c3sc(C(=O)O)c(C)c3C(=O)O)CC2)cc1	9	97	-0.2	1.8	0	4	-4	0.4	0	4
Cc1nc2ccccc2n1C(=O)c1ccccc1[N+](=O)[O-]	9	102	0.0	-1.5	-1	-2	-2	0.0	2	6
CCOCCn1c2ccccc2c2nc3ccccc3nc21	14	99	-0.1	1.1	2	-6	5	-0.2	2	2
C=CCN(C(=O)Nc1ccc(Cl)cc1)C1CC(=O)N(c2ccc(OC)cc2)C1=O (stereo not drawn)	6	95	-0.1	-1.4	-1	2	-1	-1.0	3	3

Laid out differently: results already given
molecule | MC4R antag cAMP | ABCB6 inh MLPCN | aDG glyco act | MC4R barr agon | Granule exo inh | ABHD5 PLIN5 PPI | m5-HT2A agonist | hiPSC survival | Glyco luc inh | H9c2 protect
CN(C)c1ccc(N2C(=NC(=O)CC3CCCCC3)SC3CS(=O)(=O)CC32)cc1 (stereo not drawn) | 23 | 100 | -0.2 | 2.4 | 1 | -6 | -7 | -0.3 | 1 | -5
COc1ccc(C2SCCN2S(=O)(=O)c2ccccc2)cc1OC (stereo not drawn) | 4 | 97 | -0.1 | -2.5 | -2 | -5 | -6 | 0.9 | -1 | -8

The listing continues:
SMILES	MC4R antag cAMP	ABCB6 inh MLPCN	aDG glyco act	MC4R barr agon	Granule exo inh	ABHD5 PLIN5 PPI	m5-HT2A agonist	hiPSC survival	Glyco luc inh	H9c2 protect
CC(=C1C(=O)c2ccccc2C1=O)N1CCc2ccccc2C1	5	103	-0.1	-1.0	-1	-4	-3	-0.3	-1	12
CCS(=O)(=O)N1CCN(c2ccc([N+](=O)[O-])c(NCc3ccccc3)c2)CC1	1	99	0.0	1.2	-6	3	5	0.2	-3	2
CCOC(=O)C1CCN(C(=O)COC(=O)/C=C/c2ccccc2)CC1	7	99	0.0	4.6	-4	-6	-2	0.3	-1	0
CCNS(=O)(=O)c1ccc(CCC(=O)Nc2ccccc2)cc1	13	97	0.1	4.1	-3	-3	-1	0.0	1	7
CCC(C)(C)NC(=O)C(c1ccc(OC)cc1)N(Cc1ccc(OC)cc1)C(=O)CCC(=O)Nc1cc(C)on1 (stereo not drawn)	14	100	-0.1	0.2	18	0	8	0.0	-2	2
O=C(c1ccco1)N1CCN(Cc2nc3ccc([N+](=O)[O-])cc3c(=O)n2-c2ccccc2F)CC1	3	97	-0.4	-0.2	-4	3	5	1.7	-1	54*

Molecules listed so far that have two or more sulfur atoms:
SMILES	MC4R antag cAMP	ABCB6 inh MLPCN	aDG glyco act	MC4R barr agon	Granule exo inh	ABHD5 PLIN5 PPI	m5-HT2A agonist	hiPSC survival	Glyco luc inh	H9c2 protect
Cc1ccc(C(=O)N2CCN(S(=O)(=O)c3ccccc3C#N)CC2)cc1S(=O)(=O)N1CCOCC1	1	100	0.1	-1.5	3	-2	5	1.8	2	7
COc1ccc(C2=NCC(CSc3nnc(-c4ccc5c(c4)OCO5)o3)S2)cc1 (stereo not drawn)	6	92	0.6	0.3	-5	-3	-8	-0.4	3	-20
COc1ccc(S(=O)(=O)NCCSc2ccccc2)cc1OC	8	100	0.1	-0.2	0	0	-5	-0.8	1	-11
CN(C)c1ccc(N2C(=NC(=O)CC3CCCCC3)SC3CS(=O)(=O)CC32)cc1 (stereo not drawn)	23	100	-0.2	2.4	1	-6	-7	-0.3	1	-5
COc1ccc(C2SCCN2S(=O)(=O)c2ccccc2)cc1OC (stereo not drawn)	4	97	-0.1	-2.5	-2	-5	-6	0.9	-1	-8
CN(C)S(=O)(=O)Oc1ccsc1C(=O)Nc1cccc(Cl)c1	11	92	0.2	0.4	0	0	2	7.4	-1	0
CCc1ccc(CCC(=O)N2CCN(S(=O)(=O)c3sc(C(=O)O)c(C)c3C(=O)O)CC2)cc1	9	97	-0.2	1.8	0	4	-4	0.4	0	4

Source: PubChem BioAssay (several laboratories)
